Screening data deposited in PubChem by several laboratories.
SUMO1 PPI mod: modulators of human SUMO1-mediated protein-protein interactions; SUMO1 binding to a labelled peptide, TR-FRET, 1 h; inhibition, % at 20 µM; actives 0.33% (n = 360,000); P63165; in the data active = inhibition above about 37%
Target sequence (P63165 whole entry, looked up): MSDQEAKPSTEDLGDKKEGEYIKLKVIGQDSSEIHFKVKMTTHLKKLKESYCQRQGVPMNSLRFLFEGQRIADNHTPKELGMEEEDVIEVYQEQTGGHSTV
DNMT1 block: blocks human DNA methyltransferase DNMT1 | DNMT1 molecular beacon, Hinp1I cleavage, fluorescence | inhibition (reported as % activation of signal), % at 10 µM | actives 0.83% (n = 360,000) | AID 588458; in the data active = inhibition above about 50%
TbMetRS inhib: blocks T. brucei methionyl-tRNA synthetase activity | purified T. brucei MetRS, ATP depletion, Kinase-Glo luminescence | inhibition, % at 11.9 µM | actives 0.4% (n = 360,000);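 active = inhibition above a per-plate cutoff of the control wells' mean inhibition plus 3 SD, cut at about 5.5% in these data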;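 note: 0% = DMSO wells median and 100% = median of wells with control inhibitor compound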
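Test system – parasite MetRS enzyme · Reagent – substrates ATP, L-methionine and bulk Escherichia coli tRNA · Doses – 11.9 µM compound single dose, 0.9% DMSO · Times – 15 min enzyme-compound preincubation, 2 h reaction, 10 min detection, 25 °C · Signal – Kinase-Glo luminescence, ATP depletion format · Controls – DMSO-only wells as low control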
NadD block: blocks S. aureus nicotinate mononucleotide adenylyltransferase; inhibition, % at 20 µM; actives 0.78% (n = 360,000); purified NadD enzyme, colorimetric absorbance read-out; AID 602399; in the data active = inhibition above about 26%; note: some compounds past the cut are filed as inactive
STEP inh: inhibitors of human striatal-enriched phosphatase STEP; AID 588621; inhibition, % at 20 µM; P54829; recombinant STEP, OMFP fluorogenic substrate, fluorescence; actives 0.25% (n = 360,000);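 active = inhibition at 20 µM, scaled per plate between control wells, above about 37%, limit read from the data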;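 note: 0% = DMSO with enzyme and substrate and 100% = substrate only without enzyme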
Target sequence (P54829 whole entry, looked up): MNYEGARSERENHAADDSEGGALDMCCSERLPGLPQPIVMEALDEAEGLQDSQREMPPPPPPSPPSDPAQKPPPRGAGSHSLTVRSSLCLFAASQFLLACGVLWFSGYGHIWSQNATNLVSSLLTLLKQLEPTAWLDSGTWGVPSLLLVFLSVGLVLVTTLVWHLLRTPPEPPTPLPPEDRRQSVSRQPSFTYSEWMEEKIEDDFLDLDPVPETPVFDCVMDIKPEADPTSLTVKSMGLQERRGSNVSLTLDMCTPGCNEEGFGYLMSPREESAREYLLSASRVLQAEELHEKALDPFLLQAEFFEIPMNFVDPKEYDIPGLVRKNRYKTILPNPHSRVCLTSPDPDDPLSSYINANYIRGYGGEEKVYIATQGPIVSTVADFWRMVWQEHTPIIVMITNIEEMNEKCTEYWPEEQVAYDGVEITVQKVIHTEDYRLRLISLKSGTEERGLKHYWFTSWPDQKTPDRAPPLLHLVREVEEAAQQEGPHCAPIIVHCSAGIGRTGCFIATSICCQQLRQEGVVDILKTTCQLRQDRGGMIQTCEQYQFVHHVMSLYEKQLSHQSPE
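System: isolated STEP enzyme; schedule: 20 min enzyme reaction at room temperature, protected from light; medium: Bis-Tris buffer pH 6.0, 2.5 mM DTT, 0.005% Tween 20; signal: fluorescence, 480/540 nm; dosing: single compound dose of 20 µM, 1% DMSO final; also added: OMFP substrate, 25 µM final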
LMPTP inh: blocks human LMPTP phosphatase; recombinant LMPTP-A, OMFP fluorogenic substrate, fluorescence intensity; inhibition, % at 20 µM; actives 0.22% (n = 360,000); P24666;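 active = compounds that cut the enzyme signal by at least half of the control window in the single-dose screen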;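 note: plate controls were DMSO wells with enzyme plus substrate for no effect and substrate without enzyme for full effect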
Target sequence (P24666 whole entry, looked up): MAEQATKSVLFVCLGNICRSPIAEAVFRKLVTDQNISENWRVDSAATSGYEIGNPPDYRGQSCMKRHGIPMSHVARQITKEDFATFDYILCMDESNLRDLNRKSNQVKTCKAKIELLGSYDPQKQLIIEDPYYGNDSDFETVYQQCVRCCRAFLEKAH
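Test system – LMPTP-A phosphatase enzyme · Quantity – 0.625 nM LMPTP-A final · Reagent – OMFP substrate, 400 µM final · Dosing – one test concentration per compound, 20 µM, with 3% DMSO overall · Timing – 50 min enzyme reaction at room temperature, protected from light · Detection – fluorescence intensity · Controls – substrate-only low control, DMSO enzyme-plus-substrate high control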
Neddyl block: inhibitors of human cullin neddylation; P61081+Q13564; TR-FRET cullin neddylation, biochemical; calls only at 25 µM; actives 0.58% (n = 360,000); in the data active = inhibition above about 36%
NRP1-CendR mod: alters CendR peptide binding to human NRP-1; O14786; AID 602438; actives 0.85% (n = 360,000); inhibition, % at 25 µM; FAM-RPARPAR peptide binding to NRP-1, fluorescence polarization;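 active = inhibition or corrected inhibition above about 18%, plus a signal ratio from 0.5 to 1.5, limit read from the data, passing the limit was not always enough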; note: strong numbers were not always called active
SKN-1 block: blocks SKN-1 activity in C. elegans; C. elegans VP596 Pgst-4::GFP/RFP ratio, acrylamide-induced, 24 h; inhibition, % at 21.8 µM; actives 0.49% (n = 360,000);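 active = interference check ratio from 0.5 to 1.5 plus GFP to RFP signal ratio inhibition reaching or exceeding a fixed threshold, cut at about 30% in these data, passing the limit was not always enough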; note: some compounds called inactive have numbers as strong as hits
Scp1 inh: Scp-1 (human) phosphatase inhibition; Recombinant Scp1, phosphopeptide, malachite green phosphate absorbance; inhibition, % at 20 µM; actives 0.88% (n = 340,000);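 active = inhibition above about 50% at 20 µM, limit read from the data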;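 note: plate controls were DMSO wells with enzyme for no effect and wells lacking enzyme for full effect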
Target sequence (Q9GZU7 76-261 limits assumed): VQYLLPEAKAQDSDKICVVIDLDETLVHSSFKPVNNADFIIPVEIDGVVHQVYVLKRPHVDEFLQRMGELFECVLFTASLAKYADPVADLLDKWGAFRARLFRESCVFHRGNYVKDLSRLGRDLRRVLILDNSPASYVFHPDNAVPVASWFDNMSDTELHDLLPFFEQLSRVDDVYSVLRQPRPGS
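Test system: SCP-1 phosphatase catalytic domain, residues 76-261 | Compound dosing: One concentration, 20 µM, with 1.0% DMSO | Schedule: 45 min room-temperature reaction, 5 min colour, 30 min stabiliser | Detection: Absorbance at 630 nm | Read-out basis: % inhibition of SCP-1 phosphate liberation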
* = called active by the depositor; i = inactive; . = not tested or not shown; + = active, no number.

SMILES | SUMO1 PPI mod | DNMT1 block | TbMetRS inhib | NadD block | STEP inh | LMPTP inh | Neddyl block | NRP1-CendR mod | SKN-1 block | Scp1 inh
Cn1cc(S(=O)(=O)NCC2CCCO2)c(=O)n(C)c1=O (centres undefined) | -15 | 1 | 0.1 | -1 | -3 | 0.8 | i | 5 | 1 | -10
COc1ccc(CNC(=O)CCSCc2cccc(Cl)c2)cc1 | -4 | -2 | 0.0 | -13 | -1 | 0.2 | i | 2 | 11 | -13
O=C(NCc1nc2ccccc2[nH]1)c1ccc(S(=O)(=O)N2CCCC2)cc1 | 2 | -9 | 2.4 | 4 | 1 | 1.3 | i | 6 | -5 | 0
Cc1cc(-c2ccc([N+](=O)[O-])cc2)cc(C)n1 | -33 | 0 | -0.1 | -2 | -2 | -0.7 | i | 7 | -4 | -8
CCC1CCCCN1C/C=C/c1ccccc1[N+](=O)[O-] (centres undefined) | -14 | 3 | 0.7 | -1 | -1 | -0.9 | i | 3 | -10 | -1
O=C(CNCc1ccncc1)Nc1cc(S(=O)(=O)N2CCCCC2)ccc1Cl | 2 | -9 | -0.6 | 7 | -2 | -1.2 | i | -84 | -3 | -1
CCOC(=O)c1c(NC(C)=O)sc2c(OCC(O)CNC(C)(C)C)c(Br)ccc12 (centres undefined) | -3 | 29 | -0.3 | 9 | 0 | 2.3 | i | -12 | -3 | -7
O=C(Nc1ccc(Cc2ccncc2)cc1)c1ccc(Cl)c([N+](=O)[O-])c1 | -18 | -2 | -0.8 | 8 | -1 | 2.1 | i | 5 | -1 | 0
CC1(C(=O)Nc2ccc3c(c2)OCCO3)CN(S(C)(=O)=O)CC(=O)N1CCc1ccccc1F (centres undefined) | -2 | . | -0.9 | . | . | -1.1 | i | -4 | 10 | .
CCCCNc1nc(NC)nc(Cl)c1SC | 6 | 2 | -0.2 | -13 | 1 | -0.4 | i | 6 | 1 | -3
CCCCn1c(N)c(N(Cc2ccccc2OC)C(=O)COc2ccccc2OC)c(=O)[nH]c1=O | -1 | 1 | -0.2 | 2 | 1 | 0.2 | i | -2 | -4 | -2
CSCCC(NS(=O)(=O)c1ccc(C)cc1)C(=O)N1CC=C(c2ccccc2)CC1 (centres undefined) | 7 | 8 | 0.2 | -7 | -3 | 9.6 | i | -2 | 15 | -11
COc1cccc(NC(=O)N(C)C[C@H]2Oc3cc(C#Cc4ccncc4)ccc3S(=O)(=O)N([C@H](C)CO)C[C@H]2C)c1 | -1 | -12 | -0.1 | 23 | -3 | 1.3 | i | -26 | 28 | .
O=[N+]([O-])c1ccc(/C=C/c2ccc3ccccc3n2)cc1 | -17 | 16 | -0.4 | 3 | 2 | 1.3 | i | -1 | 4 | -2
O=C(NCCc1ccccc1)C1CCC(Cn2c(=O)c3ccccc3n(Cc3cccc(F)c3)c2=O)CC1 (centres undefined) | -2 | -1 | -0.2 | 2 | 1 | 0.5 | i | 3 | -6 | -7
O=C(CCCN1C(=O)/C(=C/c2cccs2)SC1=S)Nc1cccc(O)c1 | -35 | -11 | 0.9 | -1 | -2 | 3.2 | i | -2 | 38 | -6
N#Cc1c(N)nc(SCC(=O)NCc2ccc3c(c2)OCO3)c(C#N)c1-c1cccs1 | -8 | -3 | 0.6 | -6 | 4 | 0.0 | i | 0 | -14 | -1
O=C(Nc1ccccc1N1CCN(c2ccccc2)CC1)c1ccccc1 | -1 | 5 | -0.7 | -5 | 5 | 4.3 | i | 4 | 13 | -10
O=C(NC1CCCC1)c1ccc(Cl)c(S(=O)(=O)N2CCOCC2)c1 | 5 | 3 | 0.1 | -8 | -3 | -0.2 | i | 3 | 10 | -7
Cc1ccc(C)c(N2CCN(C(=O)c3cn(C)c4ccc(S(=O)(=O)N(C)C)cc4c3=O)CC2)c1 | 2 | -2 | -0.7 | -1 | 0 | -0.6 | i | 6 | 16 | -1
Cc1cc(C)nc(/N=C2\NC(=O)CC(C(=O)O)N2c2ccc(C)c(C)c2)n1 (centres undefined) | 6 | -1 | -1.3 | -4 | 0 | 0.6 | i | 9 | -8 | -3
CCN1CC(=O)Nc2cc(S(=O)(=O)N3CCOCC3)ccc21 | -1 | 5 | 0.4 | -4 | 7 | -0.7 | i | 4 | 6 | -4
O=C(CCN1Cc2ccccc2C1)c1ccc2c(c1)OCCO2 | -2 | -1 | -0.2 | -3 | 2 | -0.3 | i | -7 | 16 | 10
CC(NC(=O)Cc1ccc(F)cc1)c1ccccc1 (centres undefined) | 1 | 5 | -1.1 | -6 | 0 | -0.4 | i | -9 | 11 | -7
Nc1sc2c(c1C(=O)NCCc1ccccc1)CCC2 | 4 | -7 | -0.6 | 7 | -3 | 0.7 | i | -36 | 93 | -7

A different layout for part of the listing above:
SMILES	SUMO1 PPI mod	DNMT1 block	TbMetRS inhib	NadD block	STEP inh	LMPTP inh	Neddyl block	NRP1-CendR mod	SKN-1 block	Scp1 inh
Cc1cc(C)nc(/N=C2\NC(=O)CC(C(=O)O)N2c2ccc(C)c(C)c2)n1 (centres undefined)	6	-1	-1.3	-4	0	0.6	i	9	-8	-3
COc1cccc(NC(=O)N(C)C[C@H]2Oc3cc(C#Cc4ccncc4)ccc3S(=O)(=O)N([C@H](C)CO)C[C@H]2C)c1	-1	-12	-0.1	23	-3	1.3	i	-26	28	.
N#Cc1c(N)nc(SCC(=O)NCc2ccc3c(c2)OCO3)c(C#N)c1-c1cccs1	-8	-3	0.6	-6	4	0.0	i	0	-14	-1

Next part:
SMILES | SUMO1 PPI mod | DNMT1 block | TbMetRS inhib | NadD block | STEP inh | LMPTP inh | Neddyl block | NRP1-CendR mod | SKN-1 block | Scp1 inh
CN1OC[C@@H]2CN(Cc3ccccc3)[C@H](c3cccc(Oc4ccccc4)c3)C[C@@H]21 | 1 | 0 | -0.5 | 1 | 2 | 6.0 | i | 25* | -2 | 4
COc1cc(NC(=O)CSc2ccc(-c3ccccn3)nn2)cc(OC)c1 | -3 | 2 | -0.1 | 1 | 3 | 2.6 | i | -4 | 3 | -13
COc1ccc(CNc2nc3ccccc3n2C(C)C)cc1 | 4 | -3 | -0.2 | 3 | 1 | 0.6 | i | 0 | 11 | -2
COc1ccc(-c2nnc(SCC(=O)NC3CCCc4ccccc43)n2N)cc1 (centres undefined) | 2 | 0 | 0.2 | -8 | 0 | -2.6 | i | 0 | 6 | -8
CCOC(=O)CC[C@H](NC(=O)Cn1cnc2c(SC)nc(N)nc21)C(=O)OCC | -2 | 3 | 0.5 | -3 | 0 | -1.9 | i | 3 | 2 | -2
Cc1nc(Nc2ccc(Br)cc2Br)c([N+](=O)[O-])c(=O)[nH]1 | 0 | 0 | -0.1 | 7 | 1 | -0.2 | i | -9 | 8 | -10
CC(N=C1NC(C)(C)Cc2ccccc21)C(=O)O (centres undefined) | 2 | -2 | -0.5 | 4 | 1 | -0.4 | i | 2 | 7 | -5
COc1ccc(-c2cc(C(F)(F)F)nc(NCc3cccnc3)n2)cc1 | 2 | 0 | -1.6 | 6 | -1 | 1.0 | i | 1 | 6 | -4
COc1ccccc1N1CCN(/N=C/C=C\c2ccccc2[N+](=O)[O-])CC1 | -13 | 1 | -1.4 | 2 | 2 | 3.1 | i | -11 | 1 | 22
COCCNC(=S)Nc1ccc2nc(N3CCCC3)cc(C)c2c1 | -1 | -3 | -0.3 | -7 | -1 | 6.9 | i | -5 | 7 | -8
CCOC(=O)CCCn1ncn2c(cc3occc32)c1=O | 0 | -1 | 0.5 | -2 | -3 | -1.4 | i | 6 | 5 | -1
Cc1ccc(S(=O)(=O)N(CC(=O)Nc2cccnc2)c2ccccc2C)cc1 | 6 | -4 | -0.5 | -4 | 0 | -1.0 | i | 6 | 5 | -3
CCCCNCc1ccc(OCc2ccc(Cl)nc2)c(OC)c1 | -1 | -2 | -0.9 | -5 | -2 | -1.0 | i | -16 | 12 | -7
O=C(Nc1ccccc1)N1N=C(c2ccc(F)cc2)CC1c1ccc(F)cc1 (centres undefined) | -1 | -4 | 0.2 | 0 | 4 | 6.8 | i | 3 | 18 | -14
CCCn1c(SCC(=O)c2ccc3c(c2)NC(=O)CO3)nc2ccccc21 | -3 | 36 | -0.5 | 0 | -2 | 28 | i | -7 | 9 | 3
COCCn1c(C)cc(C(=O)CSc2nnnn2C2CCCC2)c1C | -3 | -6 | -0.4 | 8 | 2 | -0.2 | i | 14 | 10 | -8
CS(=O)(=O)c1ccc(Cl)c(C(=O)NC2CCSc3ccccc32)c1 (centres undefined) | 2 | -2 | 0.2 | 6 | -3 | -0.7 | i | 2 | 16 | -5
Cc1ccc(NC(=O)c2cc(S(=O)(=O)N3CCOCC3)cs2)cc1 | 0 | 1 | -0.3 | 1 | -2 | -0.2 | i | 2 | 20 | -8
CCNS(=O)(=O)c1ccc(C)c(-n2cnnn2)c1C | 4 | -3 | -1.0 | -6 | 2 | -1.7 | i | 0 | -10 | -1
COc1ccc(C2(O)CC3CCC(C2)N3c2nc(C)cc(C)c2C#N)cc1 (centres undefined) | 1 | -8 | 0.2 | 1 | 4 | 1.3 | + | 0 | 21 | 0
CC(=O)Nc1ccc(/C=C2/Sc3ccccc3C2=O)cc1 | -16 | 30 | -0.1 | 4 | 6 | 4.0 | i | -25 | 11 | -20
CCOc1ccc(CNS(=O)(=O)c2c(C)nc3scc(C)n3c2=O)cc1OC | 0 | 1 | -0.2 | -1 | -1 | -1.2 | i | 9 | 1 | 1
COc1cc2ccccc2cc1C(=O)Nc1ccccc1N1CCCC1 | 8 | -2 | -0.5 | 3 | 1 | 6.0 | i | -13 | -3 | -1
CC1=C(C(=O)N(C)C)C(c2cccs2)NC(=O)N1 (centres undefined) | 1 | 1 | 0.2 | 5 | 3 | -2.4 | i | 17 | -8 | 6
CC(C)(C)NC(=O)c1cccnc1Sc1ccccc1 | 5 | 1 | 0.2 | -2 | -1 | -1.0 | i | -7 | 9 | -4
Cc1[nH]nc2c1C(C(C)C)C(C#N)=C(N)O2 (centres undefined) | -2 | 0 | -0.2 | -1 | 1 | -0.3 | i | 13 | 9 | 3
Oc1c(Cl)cc(Cl)cc1C1=NNC(c2ccc(Cl)cc2)C1 (centres undefined) | 9 | 25 | -0.7 | 18 | 2 | 0.6 | i | -8 | 12 | -7
COc1ccc(-c2[nH]ncc2CN2CCN(Cc3cccs3)CC2)c(F)c1 | -3 | -1 | -0.6 | -1 | 2 | -1.1 | i | -9 | -7 | -9
COc1ccc2c(C(=O)CCl)c[nH]c2c1 | 4 | -8 | 0.4 | -4 | -1 | -1.5 | i | -30 | 8 | -8

Profiles, quoted from the list. Order of values: SUMO1 PPI mod, DNMT1 block, TbMetRS inhib, NadD block, STEP inh, LMPTP inh, Neddyl block, NRP1-CendR mod, SKN-1 block, Scp1 inh
CCOC(=O)CCCn1ncn2c(cc3occc32)c1=O reads 0, -1, 0.5, -2, -3, -1.4, i, 6, 5, -1
CN1OC[C@@H]2CN(Cc3ccccc3)[C@H](c3cccc(Oc4ccccc4)c3)C[C@@H]21 reads 1, 0, -0.5, 1, 2, 6.0, i, 25*, -2, 4
